Screening results: PubChem, National Center for Advancing Translational Sciences (NCATS)
RXFP1 agonist: activates the human relaxin receptor RXFP1 | HEK293T-RXFP1 cAMP TR-FRET, 30 min; response scale: percent of porcine relaxin response, buffer zero | actives 0.3% (n = 370,000) | Potency, µM (series often up to 57.5 µM), for inactives: at the top dose activation, usual class: activators | Q9HBX9 | AID 2676; also: potency is read from the fitted curve at half-maximal effect; % is scaled to controls: 0 for no effect and ±100 for the full control effect; nearly all actives have a fitted effect of over 60% in size; many of its hits are not listed in these tables
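Agonist response is measured as cAMP accumulation in an RXFP1-transfected HEK293T line under PDE4 inhibition. Values are scaled between buffer-only and 29 nM porcine relaxin, and EC50s come from standard Hill equation fits.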
D1 ag: agonists of human D1 dopamine receptor; HEK293 T-REx D1 cells, calcium flux, agonist mode; activation, % at 2 µM; actives 1% (n = 360,000); in the data active = activation above about 30%; also: 0% is about no effect
Target sequence (P21728 whole entry, looked up): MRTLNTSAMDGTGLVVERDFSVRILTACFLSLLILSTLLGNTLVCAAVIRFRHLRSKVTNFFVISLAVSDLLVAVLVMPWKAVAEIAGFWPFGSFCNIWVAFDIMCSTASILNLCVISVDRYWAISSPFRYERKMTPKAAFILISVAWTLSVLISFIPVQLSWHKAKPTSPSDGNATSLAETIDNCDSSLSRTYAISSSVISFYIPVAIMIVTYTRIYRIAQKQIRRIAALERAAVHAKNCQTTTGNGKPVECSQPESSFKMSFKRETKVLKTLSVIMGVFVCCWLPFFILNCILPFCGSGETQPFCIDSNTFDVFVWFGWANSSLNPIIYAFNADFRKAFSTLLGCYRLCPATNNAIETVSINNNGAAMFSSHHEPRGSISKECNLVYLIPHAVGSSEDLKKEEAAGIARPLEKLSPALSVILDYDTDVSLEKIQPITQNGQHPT
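Inducible HEK293 T-REx D1 cells, force-coupled to calcium signalling, were plated at 4000 cells/well with tetracycline and held overnight at 30 C. After no-wash calcium dye loading, compound-evoked calcium rise over 180 s flagged agonists.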
D1 potentiator: potentiators of human D1 dopamine receptor; P21728; HEK293 TREx D1 cells, calcium flux, dopamine EC20 potentiation; potentiation, % at 10 µM; actives 0.036% (n = 360,000); in the data active = potentiation above about 30%; also: 0% is about no effect
RXFP1 antag: blocks the human relaxin receptor RXFP1. actives 0.59% (n = 350,000). activity change, negative = inhibition, % at 57.5 µM. Q9HBX9. HEK293-RXFP1, relaxin-stimulated cAMP HTRF, 30 min; active compounds read low;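 active = activity change of -60% or lower, but not beyond a set lower limit; inconclusive = change between -60% and -40%, or beyond the set limit; inactive = change above -40%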; also: % is scaled to controls: 0 for no effect and ±100 for the full control effect
Vif-A3G inh: inhibitors of Vif-APOBEC3G interaction; Potency, µM (highest dose often 46.1 µM), for the others: top-dose activity, negative = active, hits mostly inhibitors; Q9HC16; actives 0.076% (n = 410,000); AID 602310; HeLa A3G-eYFP + Vif (tagged APOBEC3G with the HIV-1 protein that degrades it), YFP fluorescence, overnight;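 also: potency is read from the fitted curve at half-maximal effect; % is scaled to controls: 0 for no effect and ±100 for the full control effect; nearly all actives have a fitted effect of over 60% in size; hits raise eYFP signal because A3G escapes Vif-driven loss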
Target sequence (Q9HC16 whole entry, looked up): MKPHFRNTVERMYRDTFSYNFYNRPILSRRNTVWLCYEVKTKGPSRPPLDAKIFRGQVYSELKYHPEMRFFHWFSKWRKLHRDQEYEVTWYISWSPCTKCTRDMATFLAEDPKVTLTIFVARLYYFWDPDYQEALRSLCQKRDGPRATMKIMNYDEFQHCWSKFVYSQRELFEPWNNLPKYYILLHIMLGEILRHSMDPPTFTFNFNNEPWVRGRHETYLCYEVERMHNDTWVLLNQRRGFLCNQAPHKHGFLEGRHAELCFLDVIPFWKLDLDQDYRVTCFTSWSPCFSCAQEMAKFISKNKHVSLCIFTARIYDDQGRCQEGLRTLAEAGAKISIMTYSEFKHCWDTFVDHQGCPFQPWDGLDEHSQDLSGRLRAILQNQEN
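HeLa cells stably expressing Vif and C-terminally eYFP-tagged A3G, seeded overnight at 37 deg C, then exposed to compound by pintool overnight at 37 deg C. Rise in yellow fluorescence (Ex 488/Em 500-530, Acumen) marks blocked Vif-driven A3G degradation.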
D2 potentiator: positive allosteric modulators of human D2 dopamine receptor; P14416; HEK293 T-REx D2, calcium flux, EC20 dopamine potentiation; potentiation, % at 10 µM; actives 0.34% (n = 340,000); AID 485347;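 active = potentiation over 3 SD above the plate norm, cut at about 30% in these data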; also: 0% is about no effect
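Potentiation of an EC20 dopamine calcium response is measured in a force-coupled, tetracycline-inducible Hek293 Trex D2 line. Compound-only kinetic reads over 180 s flag agonists before dopamine addition.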
Vif-APOBEC3F blk: inhibitors of Vif-A3F interaction | HeLa A3F-eYFP + Vif (tagged APOBEC3F with the HIV-1 protein that degrades it), YFP fluorescence increase | Potency, µM (titrated, usually from 46.1 µM), for inactives: at the top dose activity, negative = active | actives 0.2% (n = 390,000); also: potency is read from the fitted curve at half-maximal effect; % of control where 0% means no effect; nearly all actives have a fitted effect of over 65% in size
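HeLa cells stably expressing A3F-eYFP plus Vif, plated and incubated overnight at 37 deg C, then exposed to compounds overnight at 37 deg C. Blocked degradation read as raised yellow fluorescence (Ex 488/Em 500-530).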
GRP78 ERSR act: inducers of ER stress response in human glioma cells; U87-MG GRP78 promoter luciferase reporter, 16 h; Potency, µM, for inactives: at the top dose activation, usual class: activators; actives 0.02% (n = 420,000); AID 602332; also: potency is read from the fitted curve at half-maximal effect; series mostly up to about 76 µM; % of control where 0% means no effect; nearly all actives have a fitted effect of over 35% in size
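Stably transfected U87-MG glioma cells carrying a GRP78-based luciferase sensor; 16 h compound incubation. Luminescence end-point read 10 min after Bright-Glo addition at room temperature.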
D1 antag: antagonists of human D1 dopamine receptor; P21728; HEK293 TREx D1 cells, calcium flux, dopamine EC80; active compounds read low; activity change, negative = inhibition, % at 10 µM; actives 3.2% (n = 360,000); in the data active = activity change below about -30%; also: % is scaled to controls: 0 for no effect and ±100 for the full control effect
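Tetracycline-induced HEK293 T-REx cells with force-coupled D1 receptor were loaded with a no-wash calcium dye. Compound was added after a 10 s baseline and read kinetically for 180 s; EC80 dopamine was then added and calcium flux followed another 180 s.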
* hit, by the source's call; ? = inconclusive; . = no result given. Unless noted, calls follow the shape of the dose curve; as a rule, active = well fitted curve in the direction sought with a large enough effect; inconclusive = small, poorly fitted or top-dose-only effect, or another doubt; inactive = no such curve, though single readings can be large; an effect the other way counts as inactive or inconclusive. A portion of the library; count on the stated rates, not on these rows.

mol	RXFP1 antag	D1 antag	D2 potentiator	GRP78 ERSR act	RXFP1 agonist	Vif-A3G inh	D1 ag	Vif-APOBEC3F blk	D1 potentiator
Cc1ccc(N2CCN(C(=O)c3cc(-c4ccc(F)cc4)[nH]c3C)CC2C)cc1 (configuration not stated)	-33	20	13	-1%	-1.2%	0%	1	-17%	-7
CCc1nnc(NS(=O)(=O)c2ccc(NC(=O)c3cc(Cl)ccc3OC)cc2)s1	-2	-21	1	-2%	-0.4%	2%	5	12%	-6
COc1ccc(-c2nc3ccccc3c(=O)n2CCOc2ccccc2C)cc1	-17	12	6	-3%	4.1%	3%	2	-2%	1
COCc1cc(C)c(C#N)c(=S)[nH]1	-6	0	-3	-1%	-0.7%	-3%	3	-2%	9
O=C(NCc1ccccc1Cl)C1CCCN(c2ncnc3c2nc2n3CCCCC2)C1 (configuration not stated)	18	-26	2	-3%	0.1%	3%	1	10%	-3
CCCSc1nc2sc3c(c2c(=O)n1-c1ccc(C)cc1)CCCC3	10	8	2	-3%	2.3%	13%	1	-1%	4
COc1ccccc1CNC(=O)CCC(=O)N1CCOc2ccc(Cl)cc21	2	-10	-17	-4%	2.1%	1%	2	-5%	-2
Cc1cc(C)c2c(CC(=O)Nc3ccc(S(=O)(=O)N4CCCC(C)C4)cc3)coc2c1 (configuration not stated)	?	2	3	-1%	0.0%	2%	3	3%	1
O=C(Oc1cccc([N+](=O)[O-])c1)C1CCN(C(=O)c2ccc(F)cc2)CC1	-2	-6	-6	-4%	1.8%	-2%	4	3%	-5
OCCC1CN(C/C=C/c2ccco2)CCN1Cc1ccccc1 (configuration not stated)	-11	11	-7	-3%	0.2%	-2%	5	1%	4
COCCNS(=O)(=O)c1ccc(F)c(OC)c1	-1	23	-5	-4%	-0.7%	0%	-1	-2%	5
CC1Cc2ccccc2N1c1ncnc2c1nnn2Cc1ccccc1 (configuration not stated)	0	22	1	1%	2.7%	3%	4	-2%	5
Cc1cc(Nc2cc(Cl)ccc2C)n2nc(-c3ccccc3)nc2n1	.	20	-6	-3%	12%	0%	3	5%	-1
O=C(CN1C(=O)c2ccccc2S1(=O)=O)c1ccccc1	-6	3	-5	-15%	-0.8%	0%	1	3%	-3
Cc1ccc(NC2=C(NCCO)C(=O)c3ccccc3C2=O)cc1	8	-7	10	-1%	1.3%	-13%	1	2%	-2
O=C(/C=C/c1ccc([N+](=O)[O-])s1)N1CCN(c2ccccc2)CC1	-2	-13	-5	-2%	3.8%	-3%	0	-8%	-2
CC(C)c1ccc(C2C(C(=O)c3ccco3)=C(O)C(=O)N2CC2CCCO2)cc1 (configuration not stated)	11	-6	5	-1%	21%	1%	3	?	0
COc1ccc(C(=O)N2CCN(C(=O)c3ccc(-c4ccccc4)cc3)CC2)cc1OC	-8	-12	3	-1%	-1.7%	-1%	2	11%	-4
Cc1ccc(C)c(N(C(=O)CNC(=O)c2ccco2)C(C(=O)NC2CCCCC2)c2cccnc2)c1 (configuration not stated)	1	-12	6	-1%	2.3%	-2%	1	-1%	-5
O=C(c1cnccn1)N1CCN(c2ccccc2)CC1	-2	-1	-2	-6%	2.4%	-3%	-1	5%	4

mol	RXFP1 antag	D1 antag	D2 potentiator	GRP78 ERSR act	RXFP1 agonist	Vif-A3G inh	D1 ag	Vif-APOBEC3F blk	D1 potentiator
O=C(NCc1cccs1)c1ccc2c(c1)OCCO2	15	3	7	0%	0.5%	-1%	1	-1%	-13
CCn1ccc2c(OCC(=O)Nc3ccc(OC)cc3OC)cccc2c1=O	.	.	4	-1%	0.3%	-3%	-2	-7%	-1
CCOC(=O)C1CCN(C(=O)CC2(CC(=O)O)CCCC2)CC1	0	5	7	-1%	1.7%	0%	2	-9%	-5
O=C(CC(=O)N/N=C\c1ccccc1)NCCc1ccccc1	-4	11	-3	-2%	2.2%	-8%	3	-4%	-5
O=c1[nH]c(Nc2nc3ccccc3o2)nc2c1CCCC2	-39	-20	-3	-2%	-2.7%	-2%	-1	-17%	-1
CCCC(C)NC(=O)c1nc(-c2ccccc2)n(-c2ccccc2)n1 (configuration not stated)	-6	24	-1	-6%	0.6%	-1%	0	-21%	-1
CC(=O)Nc1ccc(C(=O)NNC(=O)c2cc([N+](=O)[O-])cc([N+](=O)[O-])c2)cc1	0	-4	3	-1%	3.5%	0%	0	-7%	-5
COC(=O)c1cccc(C(=O)Nc2ccc(C)cc2Br)n1	-3	-10	4	3%	3.1%	0%	3	-9%	-6
C[C@@H]1CN([C@H](C)CO)C(=O)CCCn2nncc2CO[C@H]1CN(C)S(=O)(=O)c1ccccc1	-6	.	.	-1%	.	1%	.	2%	.
Oc1cccc(C=Nc2cccc3ccccc23)c1O	?	9	8	?	-1.6%	?	3	?	-6
CN(C)S(=O)(=O)c1ccc(NC(=O)c2cc(-c3cccs3)nc3ccccc23)cc1	-3	3	6	-5%	1.0%	2%	7	4%	-4
Cc1ccc(CNC(=O)c2cc3c(=O)n(Cc4cccnc4)ccc3nc2C)cc1	-13	4	5	-2%	2.6%	0%	1	0%	-4
COc1cccc(-c2nc(SC(C(C)=O)C(=O)N(C)C)c3c(=O)n(C)c(=O)n(C)c3n2)c1 (configuration not stated)	-1	2	8	-3%	14%	-1%	-2	-2%	0
CCC1NC(=S)N(C2CCCCC2)C1=O (configuration not stated)	6	.	.	-3%	-0.1%	1%	.	-1%	.
O[C@@H]1CN(Cc2ccc(-n3cccn3)cc2)CC[C@H]1N1CCN(c2ccccc2F)CC1	-5	-20	-23	-2%	-0.3%	0%	15	-1%	-1
CCN(CC)C(=O)Cn1cc(C(=O)C(=O)Nc2ccc3c(c2)OCO3)c2ccccc21	2	.	.	?	.	-7%	.	-8%	.
CCCCOC(=O)CCn1c(=S)oc2ccccc21	-7	-20	-12	4%	0.2%	-3%	2	2%	-4
Cc1ccc(-c2nc(CCNC(=O)c3ccc(C)c(C)c3)cs2)cc1	?	4	-6	-3%	-0.2%	7%	9	8%	-1
Cc1cccn2c(=O)c3cc(C(N)=S)c(=N)n(CCCOC(C)C)c3nc12	8	17	7	-2%	6.3%	2%	0	0%	-2
CCN(CC)CCCN(Cc1cc2cc3c(cc2[nH]c1=O)OCCO3)C(=O)Nc1ccc(F)cc1	-4	23	18	-1%	1.3%	-5%	2	-3%	-2

mol	RXFP1 antag	D1 antag	D2 potentiator	GRP78 ERSR act	RXFP1 agonist	Vif-A3G inh	D1 ag	Vif-APOBEC3F blk	D1 potentiator
CC(=O)c1ccc(NC(=O)CNc2cc(S(=O)(=O)N3CCOCC3)ccc2N2CCCC2)cc1	-11	-9	-12	-1%	-0.6%	0%	2	3%	1
CC(C)n1cnnc1SCC(=O)Nc1cccc(S(=O)(=O)N(C)c2ccccc2)c1	-2	0	-4	-3%	1.0%	0%	2	-9%	0
COC(=O)c1cc(S(=O)(=O)N2CCN(Cc3ccccc3)CC2)c[nH]1	-31	-12	2	-4%	1.5%	-2%	14	-4%	-8
CC(=O)Nc1ccc2c(c1)nc1n2CCN(C2CCCCC2)C1	12	-2	1	-4%	5.5%	0%	3	-4%	8
O=C1C2CC=CCC2C(=O)N1Nc1ccccc1 (configuration not stated)	-7	-9	7	-3%	1.0%	0%	2	-13%	-5
COc1cc([N+](=O)[O-])ccc1NC(=O)CN1CCN(C(=O)c2ccco2)CC1	11	-10	-1	2%	0.7%	-1%	1	4%	-2
CCOC(=O)c1cccc(NC(=O)c2cc3c(Cl)nc4ccc(C)cc4c3s2)c1	-9	20	14	-3%	0.4%	0%	5	7%	0
CCN(CCCNC(=O)CNC(=O)Cn1cnc2ccccc2c1=O)c1cccc(C)c1	-8	-5	5	-3%	0.3%	1%	0	1%	4
O=C(/C=C/c1ccc2c(c1)OCO2)Nc1nncs1	6	6	-5	3%	13%	-3%	3	-13%	-4
Cc1cccc(C)c1NC(=O)c1cnn(-c2ccccc2)c1C	-4	-3	-2	0%	4.7%	2%	1	-4%	-12
Cc1ccc(-c2nnn(CCOc3cccc(Br)c3)n2)cc1	-5	3	.	-2%	5.9%	4%	1	-2%	2
CCN1CCN(c2ncc3c(n2)CCN(Cc2cc(F)cc(F)c2)C3)CC1	-17	5	10	-2%	-0.8%	-9%	5	3%	-1
COc1cc(/C=C/C(=O)OCC(=O)NC(=O)NC2CCCCC2C)ccc1OC(F)F (configuration not stated)	-9	1	-5	-4%	-0.4%	-1%	4	-9%	10
COc1cc(OC)c2c(C)c(CC(=O)N3CCCCC3)c(=O)oc2c1	5	2	6	-3%	3.8%	-2%	3	-1%	-1

Reprinted from the entries so far for reference:
mol	RXFP1 antag	D1 antag	D2 potentiator	GRP78 ERSR act	RXFP1 agonist	Vif-A3G inh	D1 ag	Vif-APOBEC3F blk	D1 potentiator
CC(=O)c1ccc(NC(=O)CNc2cc(S(=O)(=O)N3CCOCC3)ccc2N2CCCC2)cc1	-11	-9	-12	-1%	-0.6%	0%	2	3%	1
CC(C)n1cnnc1SCC(=O)Nc1cccc(S(=O)(=O)N(C)c2ccccc2)c1	-2	0	-4	-3%	1.0%	0%	2	-9%	0
COC(=O)c1cc(S(=O)(=O)N2CCN(Cc3ccccc3)CC2)c[nH]1	-31	-12	2	-4%	1.5%	-2%	14	-4%	-8
